Screening data as filed in PubChem BioAssay.
NRP1-CendR mod: alters CendR peptide binding to human NRP-1 | O14786 | FAM-RPARPAR peptide binding to NRP-1, fluorescence polarization | inhibition, % at 25 µM | hit rate 0.85% among 360,000 | AID 602438;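 active means inhibition or corrected inhibition above about 18%, plus a signal ratio from 0.5 to 1.5, limit read from the data, passing the limit was not always enough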; further: strong numbers were not always called active
DNMT1 block: blocks human DNA methyltransferase DNMT1; hit rate 0.83% among 360,000; P26358; inhibition (reported as % activation of signal), % at 10 µM; DNMT1 molecular beacon, Hinp1I cleavage, fluorescence; in the data active means inhibition above about 50%
bovine MsrA act: activators of bovine methionine sulfoxide reductase A. purified bovine MsrA, absorbance read-out. activation, % at 10.6 µM. hit rate 0.3% among 360,000. AID 602163; in the data active means activation above about 7.5%;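 further: 0% = vehicle and 100% = reference activator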
TbMetRS inhib: Trypanosoma brucei MetRS inhibition. purified T. brucei MetRS, ATP depletion, Kinase-Glo luminescence. inhibition, % at 11.9 µM. hit rate 0.4% among 360,000. AID 624268;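 active means inhibition above a per-plate cutoff of the control wells' mean inhibition plus 3 SD, cut at about 5.5% in these data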;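 further: 0% = DMSO wells median and 100% = median of wells with control inhibitor compound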
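assay system = parasite MetRS enzyme | timing = 15 min preincubation, 2 h reaction, all 25 °C | evaluation = percent inhibition relative to median high and low control wells | medium = HEPES buffer containing pyrophosphatase, BSA, spermine, DTT | compound = single dose, 11.9 µM final nominal, 0.9% final DMSO | detection = Kinase-Glo luminescence, ATP depletion format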
SUMO1 PPI mod: modulators of human SUMO1-mediated protein-protein interactions. SUMO1 binding to a labelled peptide, TR-FRET, 1 h. AID 602429. P63165. hit rate 0.33% among 360,000. inhibition, % at 20 µM; in the data active means inhibition above about 37%
Target sequence (P63165 whole entry, looked up): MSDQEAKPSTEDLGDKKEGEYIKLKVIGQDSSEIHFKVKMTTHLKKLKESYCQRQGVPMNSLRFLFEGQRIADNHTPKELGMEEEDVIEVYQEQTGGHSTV
eLon inh: inhibits E. coli Lon protease. purified E. coli Lon protease, fluorescence polarization. hit rate 0.42% among 360,000. P0A9M0. inhibition, % at 7.94 µM; in the data active means inhibition above about 13%, passing the limit was not always enough;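 further: 0% = enzyme with probe and DMSO and 100% = no enzyme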
MsrA inhibitor: inhibitors of bovine MsrA. purified bovine MsrA, absorbance read-out. hit rate 0.75% among 360,000. inhibition, % at 15.5 µM; in the data active means inhibition above about 4.5%;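 further: 0% = vehicle wells with enzyme and 100% = reference inhibitor wells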
STEP inh: inhibitors of human striatal-enriched phosphatase STEP | P54829 | recombinant STEP, OMFP fluorogenic substrate, fluorescence | inhibition, % at 20 µM | hit rate 0.25% among 360,000 | AID 588621;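 active means inhibition at 20 µM, scaled per plate between control wells, above about 37%, limit read from the data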;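 further: 0% = DMSO with enzyme and substrate and 100% = substrate only without enzyme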
Target sequence (P54829 whole entry, looked up): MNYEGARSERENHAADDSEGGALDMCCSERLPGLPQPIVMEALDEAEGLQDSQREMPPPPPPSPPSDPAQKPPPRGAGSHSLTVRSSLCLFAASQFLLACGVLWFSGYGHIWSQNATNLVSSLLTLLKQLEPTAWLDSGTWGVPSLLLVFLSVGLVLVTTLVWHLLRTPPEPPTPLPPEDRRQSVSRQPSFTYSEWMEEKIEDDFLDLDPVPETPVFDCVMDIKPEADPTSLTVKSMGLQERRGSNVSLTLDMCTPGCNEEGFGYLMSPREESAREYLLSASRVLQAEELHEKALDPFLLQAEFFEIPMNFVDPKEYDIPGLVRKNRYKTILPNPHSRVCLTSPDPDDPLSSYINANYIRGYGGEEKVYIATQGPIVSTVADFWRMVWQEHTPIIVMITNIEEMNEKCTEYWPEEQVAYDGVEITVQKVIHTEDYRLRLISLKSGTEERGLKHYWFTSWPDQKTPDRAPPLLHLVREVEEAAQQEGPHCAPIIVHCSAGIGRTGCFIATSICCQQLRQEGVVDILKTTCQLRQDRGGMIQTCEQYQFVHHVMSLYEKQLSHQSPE
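System: STEP phosphatase, cell-free reaction; Buffer or medium: Bis-Tris pH 6.0 buffer with DTT, detergent; Incubation: 20 min at room temperature, dark; Measured by: fluorescence, 480/540 nm.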
Scp-1 inhibitor: blocks human Scp-1 phosphatase activity; Q9GZU7; Recombinant Scp1, phosphopeptide, malachite green phosphate absorbance; inhibition, % at 20 µM; hit rate 0.88% among 340,000;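 active means inhibition above about 50% at 20 µM, limit read from the data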;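 further: plate controls were DMSO wells with enzyme for no effect and wells lacking enzyme for full effect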
Target sequence (Q9GZU7 76-261 limits assumed): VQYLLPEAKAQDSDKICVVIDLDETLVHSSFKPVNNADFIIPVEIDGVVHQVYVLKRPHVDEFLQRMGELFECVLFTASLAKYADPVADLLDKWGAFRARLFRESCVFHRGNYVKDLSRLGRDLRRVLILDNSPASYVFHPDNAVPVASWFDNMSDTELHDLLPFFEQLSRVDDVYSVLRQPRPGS
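Times: enzyme reaction 45 min at room temperature, colour 5 min, stabilisation 30 min. Material: SCP-1 catalytic fragment, aa 76-261. Medium: Acidic Tris acetate buffer with magnesium and detergent. Signal: colorimetric free-phosphate detection, absorbance 630 nm. Read-out basis: % inhibition of SCP-1 phosphate liberation. Reagent: Phosphorylated 17-residue peptide substrate.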
LMPTP inh: blocks human LMPTP phosphatase | P24666 | recombinant LMPTP-A, OMFP fluorogenic substrate, fluorescence intensity | inhibition, % at 20 µM | hit rate 0.22% among 360,000;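 active means compounds that cut the enzyme signal by at least half of the control window in the single-dose screen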;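 further: plate controls were DMSO wells with enzyme plus substrate for no effect and substrate without enzyme for full effect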
Target sequence (P24666 whole entry, looked up): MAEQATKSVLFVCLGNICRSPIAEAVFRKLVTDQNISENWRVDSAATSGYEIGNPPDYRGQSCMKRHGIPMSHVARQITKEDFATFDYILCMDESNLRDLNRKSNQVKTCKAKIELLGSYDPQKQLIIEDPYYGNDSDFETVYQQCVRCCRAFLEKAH
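material = LMPTP-A | quantity = 0.625 nM enzyme | reagent = OMFP substrate, 400 µM final | buffer or medium = Bis-Tris pH 6.0, DTT, detergent | detection = endpoint fluorescence intensity from OMFP dephosphorylation | dosing = single 20 µM dose | read-out basis = % inhibition relative to no-enzyme and uninhibited control wells | control set = no-enzyme and uninhibited controls | timing = 50 min at room temperature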
* hit, by the source's call; . = no result given; & = joins results of further samples; ! = a repeat was not active.

SMILES	NRP1-CendR mod	DNMT1 block	bovine MsrA act	TbMetRS inhib	SUMO1 PPI mod	eLon inh	MsrA inhibitor	STEP inh	Scp-1 inhibitor	LMPTP inh
OCCC1CN(Cc2nc3ccccc3[nH]2)CCN1C1CCCC1 (stereo not drawn)	-20	-3	-4	-0.2	-6	-11	1.0	-3	-12	-1.2
CN(C(=O)C1CCOC1)c1nnc(-c2ccncc2)s1 (stereo not drawn)	-3	3	-12	-0.8	1	-4	1.8	-2	0	-2.0
O=C(NCCN1CCOCC1)c1ccc(Cl)c([N+](=O)[O-])c1	0	0	-3	-0.3	-20	0	1.9	1	-2	0.0
O=C(CSC1=NC(=O)C(c2ccccc2)C(=O)N1)Nc1ccccc1[N+](=O)[O-] (stereo not drawn)	-1	11	-3	-0.4	-10	-1	0.8	6	27	-1.6
COc1ccc(CN2CCC(C(=O)Nc3ccc(Oc4cccnc4)cc3)CC2)cc1	11	1	-3	0.1	1	-3	-0.7	0	-7	0.7
O=C(CSc1nnc(NC(=O)c2ccccc2F)s1)NCC1CCCO1 (stereo not drawn)	9	1	-3	-0.1	0	8	0.6	-2	3	-0.8
O=C(NN1CCOCC1)c1cc(Cl)ccc1Cl	0	1	-6	0.1	-6	-10	2.7	-1	-8	2.3
Cc1ccccc1C(=O)NC1CCN(CC(=O)Nc2ccccc2Cl)CC1	-8	2	-1	1.3	2	-2	0.6	0	-1	0.4
Clc1ccc2nc(CSCc3ccccc3)cn2c1	3	-2	3	-0.2	2	-5	1.6	3	-2	-0.6
Cc1ccc(S(=O)(=O)N2CCOCC2)cc1NC(=O)CNc1ccccc1N1CCCC1=O	0	0	0	-0.2	-4	3	0.3	2	-4	0.2
COc1ccc(N2CCN(C(=O)c3cn(CC4CCCCC4)nn3)CC2)cc1	4	2	-4	-0.9	3	4	-0.3	-3	-1	1.2
CC(C(=O)N1CCc2ccccc21)N1CCc2ccccc2C1 (stereo not drawn)	-4	-9	-1	-0.5	-6	4	-0.6	0	-7	-0.3
COc1ccc(/C=N/NC(=O)CCn2c3ccccc3c3ccccc32)cc1OC	-9	-12	-2	0.3	-1	-21	-1.0	3	2	2.4
O=C(NCc1ccco1)/C(=C/c1ccco1)NC(=O)c1ccco1	-5	-2	-5	0.0	-2	-1	3.0	1	-3	-0.6
CN(c1ccccc1)S(=O)(=O)c1ccc(NC(=O)C2CC2)cc1	-3	1	-5	-0.3	3	1	-0.2	0	-8	0.2
CCCCC[C@@H]1CCCCC[C@@H](O)C[C@@H](O)[C@H](O)/C=C/C(=O)O1	0	.	-3	0.0	2	-4	-0.3	.	.	-0.4
CCOc1cccc2sc(N(CCCN(C)C)C(=O)Cc3ccccc3)nc12	-9	2	-6	-0.8	1	0	0.2	-6	-9	-1.8
O=C(O)c1ccccc1NS(=O)(=O)c1cccc(-n2sc3ccccc3c2=O)c1	-98	4	7.7*	0.1	30	14	0.6	8	95*	-1.2
CCOc1ccc(C(CC(=O)O)NC(=O)C23CC4CC(CC(C4)C2)C3)cc1 (stereo not drawn)	-7	5	4	-0.2	1	-6	1.0	0	-8	-1.9
Cc1cc2c(c(=O)n1CC1CCCO1)C(c1ccco1)C(C#N)=C(N)O2 (stereo not drawn)	7	-2	-4	-0.4	-6	-7	0.1	0	-10	-2.2
CC(=O)/C=C\c1cn(-c2ncc(C(F)(F)F)cc2Cl)c2ccccc12	2	3	-4	-0.6	-20	-1	1.9	4	-4	3.8
Cn1c2c(c(=O)n(C)c1=O)C(C(F)(F)F)(C(F)(F)F)N=C(c1ccc(Cl)cc1)N2	-17	-2	-6	-1.0	-1	7	.	-4	-4	-1.5
CO/N=C(\Cn1ncc(N2CCOCC2)c(Br)c1=O)c1ccc(Cl)cc1	0	10	-7	-0.7	-4	-12	1.0	-1	-9	1.8
CC(=O)C[C@@H](O)CC(=O)[C@@H]1OC(=O)CCCCCCCCc2ccccc21	-2	2	0	-0.1	3	-12	-0.4	1	-9	-0.2
Cc1cc2c([nH]c3ccccc32)c2c1OC(C)(C)C=C2	-5	-35	-5	-0.9	2	6	0.6	1	12	3.0
COc1ccccc1CNC(=O)C1CCN(S(=O)(=O)c2ccc3c(c2)C(C)(C)C(=O)N3C)CC1	-3	-2	1	-0.1	-1	-4	1.0	-1	-16	-1.0
COC(=O)C1=C(N)OC2=C(C(=O)CC(C)(C)C2)C1c1cc2c(cc1Cl)OCO2 (stereo not drawn)	1	0	-2	-0.2	-4	9	-0.4	2	-9	0.1
O=C(C[C@@H]1C=C[C@H](NC(=O)Cc2ccccn2)[C@@H](CO)O1)NCCc1ccccc1	6	.	.	-0.3	2	.	-0.1	.	.	-2.2
CCOc1ccc2cc(C(=O)NCc3ccccc3)c(=N)oc2c1	-2	-2	-1	-0.9	-14	-6	0.0	0	-7	0.1
Cc1cc(F)ccc1S(=O)(=O)N1CCCOC1CNC(=O)C(=O)NCCN1CCOCC1 (stereo not drawn)	0	-2	-3	-0.2	4	-8	-1.4	2	-7	-3.5

Next section, overlapping the part above by 2 compounds.
SMILES	NRP1-CendR mod	DNMT1 block	bovine MsrA act	TbMetRS inhib	SUMO1 PPI mod	eLon inh	MsrA inhibitor	STEP inh	Scp-1 inhibitor	LMPTP inh
CCOc1ccc2cc(C(=O)NCc3ccccc3)c(=N)oc2c1	-2	-2	-1	-0.9	-14	-6	0.0	0	-7	0.1
Cc1cc(F)ccc1S(=O)(=O)N1CCCOC1CNC(=O)C(=O)NCCN1CCOCC1 (stereo not drawn)	0	-2	-3	-0.2	4	-8	-1.4	2	-7	-3.5
Cc1ccc(-c2cc(-c3ccccc3)no2)c(O)c1	5	-3	-3	-0.3	0	6	0.1	0	-8	0.0
COc1cc(OC)cc(C(=O)NC2CCN(CCCOc3ccccc3)CC2)c1	8	-2	-1	-0.6	0	-3	0.7	3	-4	-2.1
Nc1ccc(Cl)c(S(=O)(=O)Nc2cccc(Cl)c2)c1	11	-2	-2	-0.4	-1	0	-0.6	-3	-5	1.1
COc1ccccc1C(=O)N/C(=C\c1cn(S(=O)(=O)N(C)C)c2ccccc12)C(=O)N1CCOCC1	12	-4	-2	-0.6	1	-5	-0.3	0	-5	1.1
CCOC(=O)c1ccc(CC2SC(N)=NC2=O)cc1 (stereo not drawn)	3	-1	-1	-1.0	3	1	0.4	1	-9	-1.2
NC(=O)c1ccc(NC(=O)CN2CCOCC2)cc1	3	3	-14	-0.8	3	0	-0.7	-2	1	-2.1
Cc1cc(OCC(=O)NC2CCN(Cc3ccccc3)CC2)c2c(C)cc(=O)oc2c1	-2	6	-10	-0.6	5	-3	0.0	0	-6	-1.0
COc1cc(/C=N/NC(=O)c2cccnc2)ccc1OC(=O)c1ccc([N+](=O)[O-])cc1	4	-3	-1	0.2	-15	2	-0.3	-1	6	0.8
Cc1cc(C)c(C#N)c(Oc2ccc(F)cc2)n1	12	-1	1	0.2	3	7	0.6	2	-3	-0.6
CCOC(=O)c1ccc(-n2c(=O)[nH]c3ccccc3c2=O)cc1	9	-2	-1	-0.5	-3	5	-0.1	-4	-7	-0.2
O=C(Nc1ccc(F)cc1)N(Cc1cccs1)Cc1cc2cc3c(cc2[nH]c1=O)OCO3	10	-8	-1	0.1	1	1	1.0	1	1	1.0
CC1=NN(c2cccc(Cl)c2)C(=O)C1	-5	-9	-3	0.2	20	-17	2.1	-3	-18	7.4
Cc1ccc(-n2nc(-c3ccccc3)cc2Nc2ccccc2N)cc1	1	-6	-2	0.4	-7	-4	-0.5	-1	-4	1.2
Cc1ccc(NC(=S)c2ccncc2)c(C)c1	12	2	-3	-0.2	-5	2	-0.3	0	-7	-0.3
CC(=O)Oc1ccc(NC(=O)C2CCCCC2)c(C(=O)O)c1	-12	1	-5	-0.4	-1	3	0.3	-1	-5	-1.1

Molecules from the list above with a cyano group (two):
SMILES	NRP1-CendR mod	DNMT1 block	bovine MsrA act	TbMetRS inhib	SUMO1 PPI mod	eLon inh	MsrA inhibitor	STEP inh	Scp-1 inhibitor	LMPTP inh
Cc1cc2c(c(=O)n1CC1CCCO1)C(c1ccco1)C(C#N)=C(N)O2 (stereo not drawn)	7	-2	-4	-0.4	-6	-7	0.1	0	-10	-2.2
Cc1cc(C)c(C#N)c(Oc2ccc(F)cc2)n1	12	-1	1	0.2	3	7	0.6	2	-3	-0.6

The list goes on.
SMILES	NRP1-CendR mod	DNMT1 block	bovine MsrA act	TbMetRS inhib	SUMO1 PPI mod	eLon inh	MsrA inhibitor	STEP inh	Scp-1 inhibitor	LMPTP inh
COC(C(=O)N/N=C(\C)c1ccc(O)cc1)c1ccccc1 (stereo not drawn)	-77	2	-6	-1.6	6	-1	1.3	0	-7	-0.8
C[c-]1[c-](C)[c-](C)[c-](C)[c-]1C.[Fe].c1cc2nccc(N3CCCC3)[c-]2c1 (stereo not drawn)	10&22	102*!	-2&-6	0.4&-0.3	120*	14&21	0.2&-0.9	77*	68*!	71*
CCCOC(c1ccccc1)(c1ccccc1)C(Oc1nc(C)cc(C)n1)C(=O)O (stereo not drawn)	10	-2	-2	-0.1	8	5	-1.6	-1	-1	-0.3
Cc1ccc(CN2CCC(C)(Oc3ccc(Cl)cc3)C2)cc1 (stereo not drawn)	-5	5	-5	-0.1	-6	-8	0.1	-1	.	-2.0
CCOc1ccc(/C=C2\SC(=S)N(N3C(=O)C4CC4C3=O)C2=O)cc1 (stereo not drawn)	4	-11	-1	0.1	-7	1	-0.7	3	-5	0.0
CCOC(=O)Cc1nnn(CC(=O)OCC)n1	10	1	-7	-1.8	-3	0	1.5	2	3	-3.4
C[N+]1(C2CCC3CCCC2C3O)CCCCC1 (stereo not drawn)	-8	1	-2	-0.4	0	3	-0.1	-1	96*	-0.4
CC(C)NC(=O)C(C)Oc1ccc(S(=O)(=O)NCc2ccc3c(c2)OCO3)cc1 (stereo not drawn)	2	3	0	-0.3	1	2	-0.1	0	-5	-1.0
CCOC(=O)c1ccc(NC=C2C(=O)OC3(CCCCC3)OC2=O)cc1	13	3	-7	-0.6	-3	-9	0.6	-7	-18	-2.2
Cc1cnc(C(=O)OC(C(=O)c2c[nH]c3ccccc23)c2ccccc2)cn1 (stereo not drawn)	0	-8	-1	3.7	4	-7	0.2	-1	-10	0.3
O=C(CCC(=O)N/N=C/c1ccc(Br)o1)N/N=C/c1ccc(Br)o1	-7	17	-1	-0.2	2	2	1.0	17	55*	2.0
Cn1cc(CCC(=O)NCCCc2ccccc2)c2ccccc21	4	0	1	-0.4	0	3	0.0	1	-12	0.6
COc1ccccc1N1CCN(C(=O)Nc2ccc(F)c(Cl)c2)CC1	-4	-4	-3	-0.9	-2	-5	-1.4	-3	-3	0.4
COc1ccc(N(CC(=O)NCCSc2ccccc2)S(C)(=O)=O)cc1	-2	-1	-3	0.5	0	-3	-0.4	-3	-7	0.4
CCn1cc(CN2CCC(n3nccc3NC(=O)CCc3ccccc3)CC2)cn1	-6	1	-3	-0.1	-3	-8	-0.5	-2	-2	1.0
